Compound activity deposited in PubChem BioAssay by several laboratories.
MDM2 E3 inh: blocks human Mdm2 ubiquitin ligase activity | cell-based MDM2 ubiquitination luciferase reporter, 2 h; 0 = plate control, 100 = twice control, blank-subtracted | signal enhancement, % at 5 µM | 210,000 tested, 0.11% active;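 active = signal enhancement of 30% or more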;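 note: luminescence tracks abundance of the self-degrading MDM2-luciferase fusion protein; higher signal means inhibition of MDM2 E3 ligase activity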
Target sequence (Q00987 whole entry, looked up, the tested form may be a part): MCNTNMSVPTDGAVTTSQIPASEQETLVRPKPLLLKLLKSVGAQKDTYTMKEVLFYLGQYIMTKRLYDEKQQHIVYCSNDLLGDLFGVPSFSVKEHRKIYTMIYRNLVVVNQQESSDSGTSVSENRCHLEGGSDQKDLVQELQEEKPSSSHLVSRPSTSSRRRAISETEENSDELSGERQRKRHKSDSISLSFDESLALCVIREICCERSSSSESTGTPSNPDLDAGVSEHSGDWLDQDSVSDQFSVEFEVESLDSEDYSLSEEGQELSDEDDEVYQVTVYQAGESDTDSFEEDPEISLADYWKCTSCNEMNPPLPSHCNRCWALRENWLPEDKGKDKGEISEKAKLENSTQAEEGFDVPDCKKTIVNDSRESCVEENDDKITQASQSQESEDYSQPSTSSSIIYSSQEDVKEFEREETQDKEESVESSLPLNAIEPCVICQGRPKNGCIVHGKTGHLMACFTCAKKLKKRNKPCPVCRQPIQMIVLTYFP
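Buffer or medium: Cells held in DMEM | Assay system: Stable mammalian line carrying autodegrading MDM2–luciferase fusion reporter | Quantity: 2000 cells/well | Times: 4 h settle plus 2 h compound, 37 °C | Doses: One concentration, 5 µM, with 0.2% DMSO | Technique: Luminescence with SteadyLite reagent, 15 min at room temperature | Benchmarks: Plate controls and plate blanks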
p47phox inh: inhibitors of human p47phox binding; p47phox/p22phox peptide binding, fluorescence polarization, 2 h; inhibition, % at 24.7 µM; 220,000 tested, 0.53% active; AID 1274;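 active = inhibition above about 30%, limit read from the data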;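 note: 0% = p47phox with labelled peptide and 100% = labelled peptide alone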
Target sequence (P14598 whole entry, looked up): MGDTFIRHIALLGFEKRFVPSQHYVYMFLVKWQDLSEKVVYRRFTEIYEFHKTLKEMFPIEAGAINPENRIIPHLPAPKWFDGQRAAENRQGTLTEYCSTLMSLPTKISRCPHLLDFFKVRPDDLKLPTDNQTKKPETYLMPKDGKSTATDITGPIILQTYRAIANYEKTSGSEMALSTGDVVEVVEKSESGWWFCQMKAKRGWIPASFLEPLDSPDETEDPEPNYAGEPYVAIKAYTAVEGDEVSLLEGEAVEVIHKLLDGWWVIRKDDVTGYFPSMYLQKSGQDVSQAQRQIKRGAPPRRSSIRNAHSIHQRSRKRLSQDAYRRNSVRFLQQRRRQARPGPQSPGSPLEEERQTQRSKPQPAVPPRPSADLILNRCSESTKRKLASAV
PPC-1+TRAIL kill: kills PPC-1 cancer cells in the presence of TRAIL; PPC-1 cells + TRAIL, ATPLite viability luminescence; cell killing (% activity), % at 4 µM; 220,000 tested, 0.41% active;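 active = cell killing above 50% in the first pass at 4 µM, then a duplicate retest at 5 µM averaging 50% or more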;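 note: plate controls were cells with TRAIL plus DMSO for no effect and medium-only wells lacking cells for full effect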
EBV gp42 block: blocks Epstein-Barr virus glycoprotein 42 binding. Q1HVG2. Fluorescence polarization binding assay, mP read-out. inhibition, % (tested at 21.74 µM). 220,000 tested, 0.42% active; in the data active = inhibition above about 50%
Target sequence (Q1HVG2 whole entry, looked up): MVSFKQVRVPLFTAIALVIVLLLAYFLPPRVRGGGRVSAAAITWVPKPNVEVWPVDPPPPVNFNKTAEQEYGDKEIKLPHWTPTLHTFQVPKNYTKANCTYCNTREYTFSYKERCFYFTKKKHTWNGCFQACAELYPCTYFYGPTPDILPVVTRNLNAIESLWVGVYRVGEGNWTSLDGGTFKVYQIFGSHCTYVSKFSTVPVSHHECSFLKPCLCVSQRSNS
TNF death inh: inhibitors of TNF-alpha induced necroptosis in Jurkat FADD-/- cells; activation (protection from cell death), % at 10 µM; Jurkat FADD-/- TNF necroptosis rescue, ATP luminescence, 24 h; 0 = TNF only, 100 = no-TNF cells; AID 463075; 220,000 tested, 0.068% active;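 active = activation, meaning protection from cell death, of at least 50% relative to plate controls; inactive = activation below 50%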;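 note: necroptosis triggered by 40 ng/mL TNF-alpha added together with compound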
zfTRPN1 agonist: agonists of zebrafish TRPN1 channel. HEK293 zebrafish TRPN1-YFP, Fluo-8 calcium fluorescence; 100% = response to 87 µM carbachol. 220,000 tested, 0.18% active. activation, % at 3 µM;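 active = activation above its plate's cutoff, the mean activation of test wells on that plate plus 3 SD, cut at about 19% in these data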;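 note: 0% = DMSO alone and 100% = 87 µM carbachol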
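Material: zebrafish TRPN1-YFP in HEK293 cells. Doses: one dose of 3 µM, 0.3% DMSO. Incubation: dye 1 h 37 °C plus 30 min RT. Measured by: intracellular calcium fluorescence with Fluo-8.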
CHOP inh: CHOP inhibition in unfolded protein response. CHO-K1 CHOP-promoter luciferase, tunicamycin-induced, 15-18 h. inhibition, % at 10 µM. 220,000 tested, 3.8% active;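 active = compounds that reduced the stress-induced luciferase reporter signal by more than about 70% of percent inhibition, limit read from the data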;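 note: 0% = tunicamycin plus vehicle and 100% = wells without tunicamycin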
Runt-SMMHC FRET: blocks binding of human RUNX1 Runt domain to CBFb-SMMHC; Q01196+Q13951; Cerulean-Runt/Venus-CBFb-SMMHC FRET ratio 530/480, 1 h; inhibition, % at 20 µM; 220,000 tested, 0.74% active;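 active = mean inhibition across duplicate retests at 20 µM reaching about 50%, limit read from the data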;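 note: 0% = DMSO wells and 100% = wells with excess untagged CBFb-SMMHC; inhibitors lower the FRET ratio by blocking Runt binding to CBFb-SMMHC; some results filed as inactive read as strong as hits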
TRPML3 ag: human mucolipin-3 channel agonism; Q8TDD5; HEK293 TRPML3-YFP, Fluo-8 calcium fluorescence; 100% = the carbachol control signal; activation, % at 3 µM; 220,000 tested, 0.29% active; AID 1448;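 active = activation above its plate's cutoff, the mean activation of the plate's test wells plus 3 SD, cut at about 12% in these data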;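 note: 0% = DMSO only wells and 100% = carbachol wells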
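Material: HEK293 cells stably carrying human TRPML3-YFP; compound dosing: single dose, 3 µM final nominal compound, 0.3% DMSO final; incubation: 1-h 37 °C dye load, 5-s basal, 120-s post-compound reads; technique: Fluo-8 intracellular calcium fluorescence, excitation 470-495 nm, emission 515-575 nm; read-out basis: percent activation from peak-to-basal fluorescence ratio, scaled between DMSO and carbachol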
Starred values were filed as active, the others as inactive; . = no result given.

Values in the order: p47phox inh	EBV gp42 block	MDM2 E3 inh	TNF death inh	zfTRPN1 agonist	PPC-1+TRAIL kill	CHOP inh	Runt-SMMHC FRET	TRPML3 ag
- CCCNC(=O)C1CCN(S(=O)(=O)c2ccc(Br)cc2)CC1
  -12	-4	-2	-0.7	-0.4	18	-1	-2	-0.4
- O=Cc1cccc(OC(=O)c2ccc(Cl)cc2Cl)c1
  -8	0	-14	-0.6	-0.4	20	101*	2	0.8
- CCCc1nc2oc3cc(OC)ccc3c(=O)c2c(=O)n1Cc1ccco1
  -1	-13	-8	-4.2	1.7	17	-8	16	1.3
- CCN(CC)CCNC(=O)CCCCn1c(=S)[nH]c2c([nH]c3ccc(OC)cc32)c1=O
  -9	5	1	0.0	-1.6	12	6	26	0.0
- O=C(CN1CCN(C(=O)c2ccco2)CC1)Nc1ccc(Cl)c(C(F)(F)F)c1
  -1	-23	-21	4.3	4.2	5	-3	-1	-0.4
- O=C(OC1CCCCC1=O)c1cccc(S(=O)(=O)NCc2ccccc2)c1 (configuration not stated)
  -13	-15	-4	-0.9	3.7	8	-10	0	1.1
- O=C(O)CSCC(=O)NCc1cccc(C(F)(F)F)c1
  -1	8	-17	0.1	-0.2	23	4	-1	1.0
- COc1ccc(/C=N/n2cnnc2)cc1Oc1nc(Cl)ncc1F
  -3	-11	16	1.7	-0.1	14	-8	2	0.9
- c1ccc(Nc2nc(-c3ccccn3)cs2)cc1
  -22	1	-34	-3.3	-1.4	18	-99	1	0.2
- Cc1ccc(C(=O)c2oc3ccccc3c2N)cc1
  -2	-8	-3	-0.7	0.4	14	10	12	-0.8

Some of these compounds in order of number of heavy atoms, lowest first:
Values in the order: p47phox inh	EBV gp42 block	MDM2 E3 inh	TNF death inh	zfTRPN1 agonist	PPC-1+TRAIL kill	CHOP inh	Runt-SMMHC FRET	TRPML3 ag
- c1ccc(Nc2nc(-c3ccccn3)cs2)cc1
  -22	1	-34	-3.3	-1.4	18	-99	1	0.2
- O=Cc1cccc(OC(=O)c2ccc(Cl)cc2Cl)c1
  -8	0	-14	-0.6	-0.4	20	101*	2	0.8
- COc1ccc(/C=N/n2cnnc2)cc1Oc1nc(Cl)ncc1F
  -3	-11	16	1.7	-0.1	14	-8	2	0.9

(further entries)
Values in the order: p47phox inh	EBV gp42 block	MDM2 E3 inh	TNF death inh	zfTRPN1 agonist	PPC-1+TRAIL kill	CHOP inh	Runt-SMMHC FRET	TRPML3 ag
- O=C(NCCCN1CCOCC1)c1ccc(CS(=O)(=O)c2ccc(Br)cc2)o1
  -1	-1	-6	0.2	1.0	27	5	1	0.9
- On1nnc2ccc(C(F)(F)F)cc21
  22	-9	-4	-0.4	1.8	15	8	2	1.0
- O=C(CCN1C(=O)c2ccccc2S1(=O)=O)Nc1ccccc1O
  -1	-6	-2	-0.1	1.2	13	49	0	0.6
- CCCCN(C(=O)CCC(=O)Nc1cc(C)on1)C(C(=O)NC(C)(C)C)c1cccc(OC)c1OC (configuration not stated)
  -14	-1	4	-2.2	-0.5	6	10	8	0.1
- COc1cc(CO)cc(Br)c1OCc1cccnc1
  -24	-21	-17	-0.2	2.3	24	12	2	0.6
- CCc1cc(=O)oc2cc(OCC(=O)O)c(Cl)cc12
  -2	-13	-4	0.7	0.0	20	20	0	-0.2
- COC(=O)c1cccc(NC(=O)Cn2cnc3ccccc3c2=O)c1
  3	-21	1	1.6	0.8	16	-6	0	0.1
- COCCCn1c(C2CCCCC2)nc2oc3cc(OC)ccc3c(=O)c2c1=O
  -9	-6	-2	0.1	-0.4	5	-1	5	-0.9
- Cc1cccc(NC(=O)CSc2nnc(C)c(=O)n2N)c1
  -7	0	-14	1.4	0.7	13	-2	0	1.0
- CS(=O)(=O)c1ccc(C(=O)NCCN2C(=O)S/C(=C\c3cccnc3)C2=O)cc1[N+](=O)[O-]
  4	-3	7	5.1	-0.2	24	-28	-5	0.3

Given comma-delimited: entries from further up
Molecule,p47phox inh,EBV gp42 block,MDM2 E3 inh,TNF death inh,zfTRPN1 agonist,PPC-1+TRAIL kill,CHOP inh,Runt-SMMHC FRET,TRPML3 ag
O=C(NCCCN1CCOCC1)c1ccc(CS(=O)(=O)c2ccc(Br)cc2)o1,-1,-1,-6,0.2,1.0,27,5,1,0.9
On1nnc2ccc(C(F)(F)F)cc21,22,-9,-4,-0.4,1.8,15,8,2,1.0

New compounds follow:
Values in the order: p47phox inh	EBV gp42 block	MDM2 E3 inh	TNF death inh	zfTRPN1 agonist	PPC-1+TRAIL kill	CHOP inh	Runt-SMMHC FRET	TRPML3 ag
- CC(C)Oc1ccc(C(=O)O)cc1
  -10	-11	-16	0.7	0.6	17	22	-2	0.8
- O=[N+]([O-])c1cc(/C=N/O)ccc1Oc1cccc(Cl)c1
  -10	3	0	-3.2	-2.2	21	-1	-2	-0.7
- C=CCNC(=O)CC1C(=O)NCCN1Cc1c(F)cccc1Cl (configuration not stated)
  3	10	-3	0.1	1.5	.	1	.	-0.1
- Cc1ccc(C(=O)C2CCN(S(=O)(=O)c3c(C)noc3C)CC2)cc1
  -10	-13	-14	-0.3	-0.2	17	18	1	0.5
- Cn1c(CSCc2ccc(Cl)cc2)n[nH]c1=S
  3	2	1	-0.4	-1.4	8	6	7	-0.5
- CC(C)Cn1cc(C(=O)NCc2cccs2)c2c3ccccc3n(C)c2c1=O
  -8	-9	-18	-5.6	0.0	-1	94*	6	0.3
- CCOc1ccc(N2C(=O)C3C(c4ccc(O)cc4)NC(CCSC)(C(=O)OC)C3C2=O)cc1 (configuration not stated)
  -5	-15	-5	-0.3	0.2	4	11	2	0.5
- Cc1cc(-c2nc3ncccc3o2)ccc1N
  -17	-14	-11	-1.3	0.2	6	-1	2	0.5
- N#C/C(=C/c1ccc(N2CCCCC2)o1)C(=O)NCCc1c[nH]c2ccccc12
  42*	-136	.	1.7	30*	-21	53	30	16*
- COc1cccc(/C=N/N2CCOCC2)c1O
  -2	6	-16	0.4	-0.4	16	-2	-1	0.1
- CC(C)COc1ccc(C(=O)Nc2sc3c(c2C(=O)O)CC(C)(C)OC3)cc1
  -6	-13	-5	0.1	0.5	-1	12	-3	0.1
- CCCCN(C(=O)c1cccc(S(=O)(=O)N2CCOCC2)c1)c1c(N)n(CCC)c(=O)[nH]c1=O
  5	1	3	0.1	1.3	10	2	2	0.7
- NC(=S)N/N=C/c1cccc(Br)c1
  -6	3	6	-9.5	0.1	0	17	1	1.4
- COc1ccc(CC(=O)Nc2ccc(-c3noc(COc4ccccc4C)n3)cc2)cc1
  -18	-7	-16	2.1	1.0	16	24	-1	0.8
- O=C(O)CCC(=O)CCC(=O)c1ccccc1
  -7	-2	-16	-2.2	1.5	11	46	-4	0.6
- O=C1ON=C(c2ccccc2)/C1=C/c1ccco1
  -14	-10	-42	-1.8	0.0	18	104*	-10	1.3
- CCc1ccc2nc3sc(C(=O)N4CCc5ccccc54)c(N)c3cc2c1
  17	159*	-19	1.0	1.1	13	1	-11	0.6
- Cc1sc2nc(CN(C(=O)NC3CCCCC3)C3CCCC3)[nH]c(=O)c2c1C
  -10	-17	3	-0.3	-0.5	22	21	1	-0.2
- CCN(CC)S(=O)(=O)c1cc(NC(=O)CCCOc2ccc(C(C)=O)cc2)ccc1C
  -1	-33	-15	0.1	5.0	24	2	1	2.6
- CC(=O)N(C(C)=O)c1ncnc2c1c(-c1ccc(Cl)cc1)nn2C(C)(C)C
  -11	-5	-13	-0.4	-2.0	8	52	-5	0.7

Structures listed above marked active in EBV gp42 block.
molecule | p47phox inh | EBV gp42 block | MDM2 E3 inh | CHOP inh | Runt-SMMHC FRET | TRPML3 ag
CCc1ccc2nc3sc(C(=O)N4CCc5ccccc54)c(N)c3cc2c1 | 17 | 159* | -19 | 1 | -11 | 0.6

New compounds follow:
Values in the order: p47phox inh	EBV gp42 block	MDM2 E3 inh	TNF death inh	zfTRPN1 agonist	PPC-1+TRAIL kill	CHOP inh	Runt-SMMHC FRET	TRPML3 ag
- CN(CC(=O)Nc1ccccc1Cl)C(=O)CSc1nc2ccccc2s1
  1	-1	-12	0.7	-0.8	4	-13	1	-0.2
- C=CCOc1c(Cl)cc(CNCCC)cc1Cl
  -2	-13	-11	0.4	-0.4	12	24	1	0.2
- CCn1c(SCc2ccc(C)cc2)nnc1-c1nn(-c2ccccc2)ccc1=O
  -13	5	-7	-4.7	2.3	-5	29	-8	0.6
- CCOC(=O)Cn1ccc(-c2ccccc2)c(C#N)c1=O
  3	5	-3	-0.5	0.2	-19	-4	-3	0.9
- CCNC(=S)N(Cc1cc2cc(C)ccc2[nH]c1=O)C1CCCC1
  -17	3	1	-0.4	1.0	25	-6	43	0.2
- CC(CCn1cccn1)NC(=O)c1cc(COc2ccc(F)cc2Cl)on1 (configuration not stated)
  10	-12	-4	2.2	-0.1	4	19	2	-0.3
- O=C(NCc1cccnc1)/C(=C\c1ccc(-c2ccc(Br)cc2)o1)S(=O)(=O)c1ccccc1
  -17	0	-15	-15	-1.2	33	106*	8	0.2
- CC(/C=N/NC(=O)c1ccncc1)=C\c1ccc(C(C)C)cc1
  -9	-5	-16	-5.6	1.2	15	26	0	0.8
- O=C(CCN1C(=O)COc2ccccc21)NCc1cccs1
  -1	-10	-18	0.8	0.6	15	28	1	0.6
- COc1ccc(NC(=O)c2ccc3nc[nH]c3c2)c(OC)c1
  -5	-11	-1	-0.1	1.6	21	8	0	0.6
- O=C(Nc1cccnc1)c1coc(=O)c2ccccc12
  -4	-15	3	-5.0	1.4	5	30	4	0.7
- Cc1ccc([N+](=O)[O-])cc1NC(=O)CCc1ccccc1
  -4	-4	0	0.7	-1.4	-16	24	-3	-0.7
- O=C(c1ccc(Cl)cc1Cl)N1CCC(c2nc3c(nnn3Cc3ccco3)c(=O)[nH]2)CC1
  -16	-18	-10	-0.8	0.9	4	4	3	-0.1
- Cc1nnc(SCC(=O)NC2CCCCC2)n(N)c1=O
  4	5	-19	3.6	-0.1	-14	-20	-1	1.4
- Cc1nn(C)c(C(=O)Sc2cccc(Cl)c2)c1[N+](=O)[O-]
  11	-10	-9	-13	-0.2	8	61	7	0.7
- O=C(CSc1nc2[nH]ncc2c(=O)n1-c1ccccc1Cl)N1CCCC1
  -10	-11	-13	1.1	-1.2	-7	-9	-2	-1.1
- Cc1nc2cc(-c3ccccc3)nn2c(C)c1CCC(=O)NCc1ccco1
  13	-18	-12	0.6	0.5	-14	67	-2	-0.3
- Cc1ccc(NC(=O)CCNC(=O)c2ccccc2Cl)cc1S(=O)(=O)N(C)C
  0	-13	-6	1.2	-0.2	7	18	-1	0.4
- CCn1c2ccccc2c2cc(/C=N/NC(=O)c3cc(O)cc(O)c3)ccc21
  -46	1	-9	1.7	-2.4	19	-7	-2	-0.1

2 compounds from above, limited to Runt-SMMHC FRET:
structure,Runt-SMMHC FRET
Cc1ccc([N+](=O)[O-])cc1NC(=O)CCc1ccccc1,-3
O=C(c1ccc(Cl)cc1Cl)N1CCC(c2nc3c(nnn3Cc3ccco3)c(=O)[nH]2)CC1,3
